Screening data from PubChem.
ATXN viability = cell viability loss in ATXN counter-screen | S2 cells (HEK-293 line with an ATXN2-luciferase reporter) viability, CellTiter-Fluor protease fluorescence, 24 h | Potency, µM (highest dose often 56.7 µM), actives largely listed as cytotoxic | actives 0.49% (n = 400,000) | AID 651635; note: potency is the fitted concentration of half-maximal effect; nearly all actives have a fitted effect of over 40% in size
KB-3-1 cytotox = kills parental KB-3-1 adenocarcinoma cells | KB-3-1 viability, CellTiter-Glo ATP luminescence, 72 h | Potency, µM (doses to about 46.1 µM), for inactives: at the highest dose activity change, negative = cytotoxic, usual class: cytotoxic | actives 1.4% (n = 400,000) | AID 1347075; note: potency is the fitted concentration of half-maximal effect; % is set by controls: 0 for no effect and ±100 for the full control effect; nearly all actives have a fitted effect of over 60% in size
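KB-3-1 cells, DMEM (no phenol red) + 10% FBS; compound by pin transfer, 72 h, 37 °C. Readout: CellTiter-Glo luminescence after 10 min. Data normalized, curve-fitted.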
ATXN2 expr inh = ATXN2 expression inhibition; HEK-293 ATXN2-luciferase reporter, luminescence, 24 h; Potency, µM (titrated, usually from 57 µM), for the others: at the top dose activity change, negative = inhibition, usual class: inhibitors; actives 0.72% (n = 360,000); AID 1745845; note: potency is the fitted concentration of half-maximal effect; % is set by controls: 0 for no effect and ±100 for the full control effect; nearly all actives have a fitted effect of over 55% in size
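qHTS (up to 57 uM final) was run with 24 h compound exposure of reporter cells at 37 °C. Each well was multiplexed: SteadyGlo luminescence measured ATXN2-luciferase expression after a fluorogenic Gly-Phe-AFC viability readout (25 uM final).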
IL1B secr inh = inflammasome signaling inhibition, IL-1 beta readout | THP-1 LPS/ATP IL-1B secretion, AlphaLISA, 16 h; hits give low values | activity change, % at 57.5 µM | actives 4.7% (n = 360,000) | AID 743279; in the data active = activity change below about -50%; inconclusive = mostly about -30% to -49%; note: % is set by controls: 0 for no effect and ±100 for the full control effect
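Secreted IL-1B measured by AlphaLISA bead assay after 16 h compound exposure of THP-1 cells; compounds (final up to 57.5 uM) added 1 h before LPS (250 ng/mL) and ATP (1.25 mM) stimulation; lower signal means less secretion.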
KB-V1 MDR tox = kills drug-selected multidrug resistant KB-V1 cells | Potency, µM (highest dose often 46.1 µM), without a hit: at the top dose activity change, negative = cytotoxicity, actives largely listed as cytotoxic | actives 3.4% (n = 400,000) | KB-V1 MDR cells viability, CellTiter-Glo, 72 h; note: potency is the fitted concentration of half-maximal effect; % is set by controls: 0 for no effect and ±100 for the full control effect; nearly all actives have a fitted effect of over 60% in size
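Compound-treated KB-V1 multidrug-resistant cells, 72 h, 37 degrees C; viability by CellTiter-Glo. Fitted qHTS curves give the values.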
HT1080 IDH1KD tx = kills HT-1080 cells with IDH1 knockdown. HT-1080 IDH1 knockdown viability, ATP luminescence, 48 h. Potency, µM (top dose mostly 46.1 µM), inactives show top-dose activity, negative = toxicity, hits mostly cytotoxic. actives 2% (n = 360,000);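 note: potency is the fitted concentration of half-maximal effect; 0% = DMSO wells and -100% = cell-free medium wells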
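Cytotoxicity counter-line: IDH1KD HT-1080, 48 h, CellTiter-Glo. Curves classed by r2, magnitude and activity.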
HT1080-NT tox = kills 2HG-producing HT-1080-NT fibrosarcoma cells; HT-1080-NT fibrosarcoma viability, CellTiter-Glo ATP luminescence, 48 h; Potency, µM (titrated, usually from 46.1 µM), inactives show top-dose activity, negative = less viability, hits mostly cytotoxic; actives 1.6% (n = 360,000); AID 686970;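 note: NT is the 2HG producing partner of a matched IDH1 knockdown line; potency is the fitted concentration of half-maximal effect; 0% = DMSO-treated cells and -100% = media-only wells without cells; nearly all actives have a fitted effect of over 55% in size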
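Read-out is CellTiter-Glo luminescence after 10 minutes at room temperature, following 48 hours' compound treatment of HT-1080-NT cells (750 cells/well, RPMI, 5% FBS, 37 degrees C).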
SW480 rerep = inducers of DNA re-replication in SW480 colon cancer cells; Potency, µM (titrated, usually from 46.1 µM), inactives show at the highest dose re-replication activation, usual class: activators; SW480 DNA re-replication, Hoechst DNA content imaging, 48 h; actives 1.8% (n = 340,000); note: potency is the fitted concentration of half-maximal effect; % of control where 0% means no effect; nearly all actives have a fitted effect of over 55% in size
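Image-based read-out: total Hoechst fluorescence of nuclei (405 nm excitation, 500-530 nm emission), with hits raising the fraction of high-intensity nuclei. SW480 colon cells incubated 48 hr with compounds at 37 C.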
MCF10A rereplic = inducers of DNA re-replication in MCF 10A breast cells; AID 624296; MCF 10A DNA re-replication, Hoechst nuclear intensity, 48 h; actives 2.9% (n = 350,000); Potency, µM (doses to about 46.1 µM), without a hit: top-dose activity, positive = re-replication, hits mostly activators; note: potency is the fitted concentration of half-maximal effect; % of control where 0% means no effect; nearly all actives have a fitted effect of over 50% in size
* hit, by the source's call; i = inactive; ? = inconclusive; nt = no result given; & = joins results of further samples; [ ] = dose if it differs, or a comment. Unless noted, calls come from the whole dose curve; as a rule, active = well fitted curve in the direction sought with a large enough effect; inconclusive = small, poorly fitted or top-dose-only effect, or another doubt; inactive = no such curve, though single readings can be large; an effect the other way counts as inactive or inconclusive. Outcome played no part in choosing rows, and some 11% of all compounds hit somewhere here.

Values in the order – ATXN viability, KB-3-1 cytotox, ATXN2 expr inh, IL1B secr inh, KB-V1 MDR tox, HT1080 IDH1KD tx, HT1080-NT tox, SW480 rerep, MCF10A rereplic
1. COCCNC(=O)C(c1ccc(Cl)cc1)N(CCOC)C(=O)CCC(=O)Nc1nccs1 (centres undefined)
→ i, -5%, -7%, 2, 25%, -1%, 16%, 14%, -5%
2. COc1ccc(C(=O)CSc2nnc(-c3ccco3)n2CC2CCCO2)cc1 (centres undefined)
→ i, -10%, 1%, -7, -15%, -2%, -1%, -5%[9.22 µM], -29%
3. CCc1ccc(-c2cc3c(=O)n(CC(=O)NCc4ccccc4F)ncn3n2)cc1
→ i, 1%, 6%, 15, 4%, 15%, 14%, -11%, 4%
4. COc1ccc2sc(C)[n+](C)c2c1
→ ?, 12%, 7%, -13, 23%, 11%, 17%, -15%, 0%
5. CCc1ccc(C(=O)COC(=O)CCc2nc3ccccc3c(=O)[nH]2)cc1
→ i, 16%, 2%, 2, -6%, 19%, 11%, -5%, -3%
6. CSCCCN1CC[C@@H](N2CCN(c3ccccc3F)CC2)[C@H](O)C1
→ ?, -2%, -14%, 0, -3%, 2%, 1%, -22%, 0%
7. COc1ccc(NS(=O)(=O)c2cccc(C(=O)NNC(=O)COc3ccccc3)c2)cc1
→ i, 24%, -9%, -4, 3%, -6%, -1%, 1%, 3%
8. CC(=O)c1cc(N2CCOCC2)ccc1[N+](=O)[O-]
→ ?, -4%, -19%, 21, -5%, 1%, 1%, -5%, 1%
9. O=C(O)c1cccc(CSc2nnc(-c3cccnc3)o2)c1
→ nt, 9%, nt, -6, 21%, -3%, -2%, -10%, -7%
10. N#Cc1cccc(NC(=O)c2cc(C3CCCCN3C(=O)c3ccc4c(c3)CCO4)on2)c1 (centres undefined)
→ i, 0%, 5%, -14, -1%, 13%, 12%, nt, nt
11. OC(c1ccc(F)cc1)c1nc(-c2cccc(C(F)(F)F)c2)cs1 (centres undefined)
→ i, 0%, 10%, -14, 4%, ?, ?, nt, nt
12. Nc1cc(OC(=O)c2ccc(F)cc2)nn1S(=O)(=O)c1ccc(F)cc1
→ i, 7%, -7%, -1, 3%, -8%, 0%, -10%, 10%
13. O=C(CSc1nc2ccccc2c(=O)n1-c1ccccc1)N1CCc2ccccc2C1
→ i, -27%, -28%, -16, ?, -26%, -10%, ?, ?
14. CCCc1nc2ccc(C)cn2c1Cc1ccccc1C(F)(F)F
→ ?, 0%, ?, -14, 7%, 33µM*, 26µM*, nt, nt
15. COc1ccc(OC)c2[nH]c(=O)c(CCNC(=O)C(=O)c3c[nH]c4ccccc34)cc12
→ i, 0%, nt, 25, 2%, -7%, -17%, 21µM*, -10%
16. CC1(C(=O)NS(=O)(=O)c2cccc(F)c2)CCN1C(=O)C1(c2ccc(Cl)cc2)CCC1 (centres undefined)
→ i, 0%, 10%, 0, 10%, 11%, -12%, nt, nt
17. CCc1ccc2nc(N(CCN(CC)CC)C(=O)c3ccco3)sc2c1
→ i, -7%, 1%, nt, 0%, nt, nt, nt, nt
18. COc1ccc(NC(=S)NNC(=O)Cn2nc(C(F)F)cc2C(F)F)cc1
→ i, 16%, -5%, 0, -19%, 9%, 7%, ?, 8%
19. CC(NC(=O)COc1ccccc1)C(=O)N1CCN(c2ccccc2)CC1 (centres undefined)
→ i, 3%, -1%, -15, 7%, -2%, 20%, 1%, -1%
20. CC(=O)NC(Cc1ccc(C(C)C)cc1)C(=O)NC1CCN(c2nc(C)cc(C)n2)CC1 (centres undefined)
→ ?, 1%, -4%, -10, -1%, 0%, 0%, 1%, 1%
21. O=C(NN1C(=O)C2C(C1=O)C1C=CC2C12CC2)c1ccc(Cl)cc1 (centres undefined)
→ i, -9%, 5%, 5, -16%, -5%, -2%, -14%, 8%
22. Cc1noc(C)c1NC(=O)N(C)C[C@@H]1Oc2ccc(NC(=O)CCC(F)(F)F)cc2CC(=O)N([C@@H](C)CO)C[C@@H]1C
→ i, 14%, 2%, 27, ?, 5%, 18%, -9%, -8%
23. CCOc1ccc2oc(C(=O)N(CC)CC(=O)Nc3c(F)cccc3F)c(C)c2c1
→ i, -6%, -3%, -1, ?, -11%, 0%, -6%, 5%
24. COc1ccc(NC(=O)N2CCC(O)(c3cccnc3)CC2)c(OC)c1
→ i, 3%, 6%, -5, 4%, 24%, 9%, -10%, -2%
25. Cc1ccc2[nH]c(O)c(N=NC(=O)c3ccc(NS(=O)(=O)c4cccs4)cc3)c2c1
→ i, -7%, nt, 18, -16%, -4%, 6%, 0%, -2%
26. CC(C)c1ccc(NC(=O)NCc2ccc3c(c2)OCO3)cc1
→ i, -3%, 20%, 0, -4%, -5%, -5%, 1%, -4%
27. CCOC(=O)Cn1nnnc1C(CC)N(Cc1cc2ccc(C)cc2[nH]c1=O)C1CCCC1 (centres undefined)
→ i, 3%, 6%, 0, 9%, 5%, 7%, -3%, 12%
28. O=C(COc1ccc2ccccc2c1)N1CCN(c2ccccc2)CC1
→ ?, -2%, -1%, 2, 21%, -3%, 0%, -1%, ?
29. COc1ccccc1N1CCN(C(=O)Cn2ncc3ccsc3c2=O)CC1
→ i, 4%, -8%, nt, -16%, nt, nt, nt, nt
30. O=C(Nc1ccc(S(=O)(=O)N2CCOCC2)cc1)c1ccc(CN2CCc3ccccc3C2)cc1
→ i, ?, ?, ?, 2.9µM*, 21µM*, ?, 5%[9.22 µM], ?

Laid out differently: 4 of the compounds above
item	SMILES	ATXN viability	KB-3-1 cytotox	ATXN2 expr inh	IL1B secr inh	KB-V1 MDR tox	HT1080 IDH1KD tx	HT1080-NT tox	SW480 rerep	MCF10A rereplic
30	O=C(Nc1ccc(S(=O)(=O)N2CCOCC2)cc1)c1ccc(CN2CCc3ccccc3C2)cc1	i	?	?	?	2.9µM*	21µM*	?	5%[9.22 µM]	?
4	COc1ccc2sc(C)[n+](C)c2c1	?	12%	7%	-13	23%	11%	17%	-15%	0%
14	CCCc1nc2ccc(C)cn2c1Cc1ccccc1C(F)(F)F	?	0%	?	-14	7%	33µM*	26µM*	nt	nt
19	CC(NC(=O)COc1ccccc1)C(=O)N1CCN(c2ccccc2)CC1 (centres undefined)	i	3%	-1%	-15	7%	-2%	20%	1%	-1%

(more compounds)
Values in the order – ATXN viability, KB-3-1 cytotox, ATXN2 expr inh, IL1B secr inh, KB-V1 MDR tox, HT1080 IDH1KD tx, HT1080-NT tox, SW480 rerep, MCF10A rereplic
31. CCOC(=O)N1CCC(NC(=O)c2ccc(CS(=O)(=O)c3c(Cl)cccc3Cl)o2)CC1
→ i, -10%, -12%, 5, -8%, -1%, 5%, -4%, -3%
32. O=C(C1CCCCN1S(=O)(=O)c1ccccc1)N1CCN(C(c2ccccc2)c2ccccc2)CC1 (centres undefined)
→ i, -5%, -8%, 12, -1%, -20%, -1%[9.24 µM], 10%, 7%
33. S=C(NCCCNC(=S)Nc1ccccc1)Nc1ccccc1
→ i, -4%, 6%, -21, 7%, 12%, 11%, ?, 6%
34. CC1(C(=O)NS(=O)(=O)c2cccc(Cl)c2)CCN1C(=O)C1CCCCC1 (centres undefined)
→ i, 0%, 7%, 38, 7%, 18%, 4%, nt, nt
35. COc1ccc(CN(C)C(=O)c2ccc(COc3ccccc3)cc2)c(OC)c1
→ ?, -10%, -14%, -8, -13%, -11%, -8%, ?, ?
36. COc1ccc(-c2nc(C#N)c(N3CCN(C(=O)c4ccco4)CC3)o2)cc1OC
→ i, 2%, nt, -1, -5%, 1%, 3%, -26%, -3%
37. Cc1cccc(NC(=O)CCNS(=O)(=O)c2cccc3nonc23)c1
→ i, 1%&-4%, -8%&1%, -8, 0%&-4%, 13%, 13%, -12%, 6%
38. CCC(C)Oc1cc(-c2ccnc(Nc3cccc(Cl)c3)n2)ccn1 (centres undefined)
→ i, ?, ?, -86*, ?, ?, -26%, ?, ?
39. CN(CCCn1ccc(NC(=O)OCc2ccccc2)nc1=O)Cc1ccco1
→ i, -15%, -22%, -14, ?, -7%, -5%, nt, nt
40. CC(=O)OC(C(=O)NCCc1ccccc1)c1cccnc1 (centres undefined)
→ i, -7%, 6%, 15, 0%, 0%, 2%, -1%[9.22 µM], ?
41. CC1CCc2c(sc3ncnc(NCCN4CCOCC4)c23)C1 (centres undefined)
→ i, -2%, 28%, -25, 0%, -10%, -15%, 8%, ?
42. Cc1c(/C=N/NC(=O)c2cccnc2)cc(C#N)n1C
→ i, 9%, -10%, 8, 4%, 6%, 7%, -4%, 0%
43. O=C(NCc1ccc(F)cc1)C(=O)c1cn(CC(=O)N2CCCC2)c2ccccc12
→ i, -25%, 3%, ?, -19%, -21%, 0%, 24%, 4%
44. Cn1c(C(O)c2ccc(Br)cc2)nc(Cl)c1Cl (centres undefined)
→ i, 17%, -9%, 9, -7%, -20%, -23%, 0%, 1%
45. CCCC(=O)Nc1ccccc1NC(=O)C1CCCCC1
→ i, 5%, -5%, -2, ?, -6%, 4%, -2%, ?

Pulled one by one from above:
Values in the order – ATXN viability, KB-3-1 cytotox, ATXN2 expr inh, IL1B secr inh, KB-V1 MDR tox, HT1080 IDH1KD tx, HT1080-NT tox, SW480 rerep, MCF10A rereplic
37. Cc1cccc(NC(=O)CCNS(=O)(=O)c2cccc3nonc23)c1
→ i, 1%&-4%, -8%&1%, -8, 0%&-4%, 13%, 13%, -12%, 6%
45. CCCC(=O)Nc1ccccc1NC(=O)C1CCCCC1
→ i, 5%, -5%, -2, ?, -6%, 4%, -2%, ?
